LYPLA2 counter: blocks human lysophospholipase 2, a PME1 counter-screen; recombinant LYPLA2, FP-Rh probe fluorescence polarization; inhibition, % at 5.9 µM; 0.38% of 320,000 active; AID 2177;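 active = inhibition above the screen-wide mean plus 3 SD, limit set per campaign, cut at about 26% in these data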;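 note: 0% = LYPLA2 with DMSO and 100% = wells lacking LYPLA2 enzyme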
Target sequence (O95372 whole entry, looked up): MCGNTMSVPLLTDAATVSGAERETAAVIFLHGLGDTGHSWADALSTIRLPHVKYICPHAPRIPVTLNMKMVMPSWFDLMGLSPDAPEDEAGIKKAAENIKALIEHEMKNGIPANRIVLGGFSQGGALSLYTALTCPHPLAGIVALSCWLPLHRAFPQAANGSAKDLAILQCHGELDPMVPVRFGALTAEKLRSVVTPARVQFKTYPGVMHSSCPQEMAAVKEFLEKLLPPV
LYPLA1 counter: LYPLA1 (human) inhibition in PME1 counter-screen | inhibition, % at 5.9 µM | recombinant LYPLA1, FP-Rh probe fluorescence polarization | AID 2174 | 0.16% of 320,000 active;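 active = inhibition above the mean of all tested compounds plus 3 SD, set per campaign, cut at about 14% in these data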;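 note: inhibitors block serine hydrolase probe labeling of LYPLA1 so polarization falls; 0% = enzyme with DMSO and 100% = wells lacking LYPLA1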
Target sequence (O75608 whole entry, looked up): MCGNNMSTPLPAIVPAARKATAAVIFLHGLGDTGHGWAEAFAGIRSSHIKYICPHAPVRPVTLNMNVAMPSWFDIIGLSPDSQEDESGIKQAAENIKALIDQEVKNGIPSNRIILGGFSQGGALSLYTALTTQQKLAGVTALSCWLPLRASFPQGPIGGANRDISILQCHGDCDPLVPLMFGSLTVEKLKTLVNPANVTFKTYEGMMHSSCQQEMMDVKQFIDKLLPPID
EBNA-1 inhibitor: blocks EBNA-1 binding to DNA. EBNA-1 DNA binding, fluorescence polarization. 0.34% of 300,000 active. AID 1950. inhibition, % at 14.8 µM; in the data active = inhibition above about 28%
PAFAH1B3 inh: inhibitors of human PAFAH1B3; Q15102; 0.28% of 340,000 active; inhibition, % at 3.39 µM; recombinant PAFAH1B3, FP-rhodamine probe, fluorescence polarization;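 active = inhibition above the screen-wide average of all tested compounds plus 3 SD, cut at about 25% in these data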;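 note: 0% = enzyme with DMSO only and 100% = wells lacking PAFAH1B3 protein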
Target sequence (Q15102 whole entry, looked up): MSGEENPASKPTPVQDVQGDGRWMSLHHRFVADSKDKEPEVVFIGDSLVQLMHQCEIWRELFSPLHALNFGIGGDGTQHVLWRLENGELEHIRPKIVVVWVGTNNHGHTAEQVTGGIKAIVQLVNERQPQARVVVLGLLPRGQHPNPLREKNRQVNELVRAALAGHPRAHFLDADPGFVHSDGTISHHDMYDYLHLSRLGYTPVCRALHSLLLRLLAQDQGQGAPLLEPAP
GSTO1 inh: GSTO1 inhibition, counter-screen for RBBP9 inhibitors | inhibition, % at 5.96 µM | 1.1% of 300,000 active | recombinant GSTO1, activity-based probe fluorescence polarization | P78417;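 active = inhibition above the campaign mean inhibition plus 3 SD, cut at about 35% in these data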;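 note: 0% = GSTO1-1 with DMSO and 100% = wells lacking GSTO1-1 enzyme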
Target sequence (P78417 whole entry, looked up): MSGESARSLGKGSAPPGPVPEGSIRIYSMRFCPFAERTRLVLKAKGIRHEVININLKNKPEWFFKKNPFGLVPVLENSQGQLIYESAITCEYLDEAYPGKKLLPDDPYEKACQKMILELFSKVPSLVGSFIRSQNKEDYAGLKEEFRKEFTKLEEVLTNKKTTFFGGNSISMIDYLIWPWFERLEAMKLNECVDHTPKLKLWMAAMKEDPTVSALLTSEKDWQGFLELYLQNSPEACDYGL
PAD4 FP inh: blocks human protein arginine deiminase 4 | recombinant PAD4, RCA probe fluorescence polarization | AID 485272 | inhibition, % at 6.36 µM | 0.41% of 330,000 active;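 active = percent inhibition above a cutoff equal to the mean of all tested compounds plus 3 SD, cut at about 15% in these data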;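 note: 0% = PAD4 with RCA probe and DMSO and 100% = probe without PAD4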
PAFAH2 inh: inhibitors of human PAFAH2. recombinant PAFAH2, FP-rhodamine activity probe, fluorescence polarization. 0.99% of 340,000 active. inhibition, % at 3.39 µM. Q99487;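 active = inhibition above the mean over all tested compounds plus 3 SD, cut at about 30% in these data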;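 note: inhibitors block probe labeling of enzyme so polarization drops; 0% = enzyme with DMSO and 100% = wells lacking PAFAH2 protein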
ZTA DNA inh: blocks Epstein-Barr virus ZTA, an EBNA-1 counter-screen; P03206; ZTA-DNA binding, fluorescence polarization; inhibition, % at 11 µM; 0.15% of 320,000 active; in the data active = inhibition above about 33%
PREPL inh: inhibits the human prolyl oligopeptidase-like enzyme | Q4J6C6 | recombinant PREPL, fluorescence polarization activity-based probe | inhibition, % at 5.96 µM | 0.68% of 320,000 active | AID 2751; in the data active = inhibition above about 43%;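 note: 0% = enzyme with DMSO and 100% = wells lacking enzyme; many of its hits are not listed in these tables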
* = called active by the depositor.

`CCCN(CCC)S(=O)(=O)c1ccc(NC(=O)c2cc(C(=O)OC)cc([N+](=O)[O-])c2)cc1` gave LYPLA2 counter 2.9, LYPLA1 counter -3.7, EBNA-1 inhibitor -6.1, PAFAH1B3 inh 5.8, GSTO1 inh -5.5, PAD4 FP inh 9.2, PAFAH2 inh -2.3, ZTA DNA inh 12.7 and PREPL inh -8.9.
Screening CCCCCn1c(=O)[nH]c2cc(C(=O)N3CCN(CC)CC3)ccc2c1=O returned LYPLA2 counter 1.5, LYPLA1 counter -1.9, EBNA-1 inhibitor 9.2, PAFAH1B3 inh -2.2, GSTO1 inh -18.2, PAD4 FP inh -0.2, PAFAH2 inh -0.9, ZTA DNA inh -14.2 and PREPL inh -8.1.
Screening COc1cc(-c2[nH]ncc2CN2CCSCC2)cc(OC)c1OC returned LYPLA2 counter 4.1, LYPLA1 counter 0.8, EBNA-1 inhibitor 0.8, PAFAH1B3 inh 11.2, GSTO1 inh 4.8, PAD4 FP inh -5.3, PAFAH2 inh 8.9, ZTA DNA inh -1.9 and PREPL inh -1.8.
Screening COc1ccccc1-c1coc2c(CN3CCN(CCO)CC3)c(O)ccc2c1=O returned LYPLA2 counter -1.4, LYPLA1 counter -2.2, EBNA-1 inhibitor 1.1, PAFAH1B3 inh 1.2, GSTO1 inh -2.3, PAD4 FP inh 1.9, PAFAH2 inh -5.9, ZTA DNA inh -0.5 and PREPL inh 1.7.
O=C(N/C(=C\c1cccc(Br)c1)C(=O)N1CCCCC1)c1ccco1 was read as LYPLA2 counter 1.4, LYPLA1 counter 0.8, EBNA-1 inhibitor 2.2, PAFAH1B3 inh -6.5, GSTO1 inh 4.1, PAD4 FP inh -0.8, PAFAH2 inh 16.7, ZTA DNA inh -7.5 and PREPL inh 3.4.
For O=S(=O)(c1ccc(NC(=S)NCc2ccncc2)cc1)N1CCCCC1 the results were LYPLA2 counter -6.5, LYPLA1 counter -2.2, EBNA-1 inhibitor 8.8, PAFAH1B3 inh 3.2, GSTO1 inh 0.2, PAD4 FP inh -0.4, PAFAH2 inh 0.7, ZTA DNA inh 1.1 and PREPL inh -1.1.
Screening Brc1ccc(-c2csc(NC3=NCCCCC3)n2)cc1 returned LYPLA2 counter 3.6, LYPLA1 counter 0.1, EBNA-1 inhibitor 13.7, PAFAH1B3 inh -0.7, GSTO1 inh 3.1, PAD4 FP inh -3.0, PAFAH2 inh -1.0, ZTA DNA inh 2.1 and PREPL inh 8.2.
Screening CC1CCCCC1NC(=O)CN(C)S(=O)(=O)c1ccc2c(c1)c(=O)n(C)c(=O)n2C (stereo unspecified) returned LYPLA2 counter -3.9, LYPLA1 counter -2.8, EBNA-1 inhibitor 2.5, PAFAH1B3 inh 4.2, GSTO1 inh -0.2, PAD4 FP inh 7.0, PAFAH2 inh 2.5, ZTA DNA inh 1.0 and PREPL inh 0.8.
Screening CC1CCCN(CCCNC(=O)C2CCCN(c3ncnc4c3nc3n4CCCCC3)C2)C1 (stereo unspecified) returned LYPLA2 counter 0.1, LYPLA1 counter -2.7, EBNA-1 inhibitor 1.0, PAFAH1B3 inh 3.6, GSTO1 inh -33.0, PAD4 FP inh -4.6, PAFAH2 inh 4.2, ZTA DNA inh -1.1 and PREPL inh 6.4.
`Cc1ccc(N=Nc2c(N)n[nH]c2N)cc1` gave LYPLA2 counter -3.0, LYPLA1 counter 0.9, EBNA-1 inhibitor 5.4, PAFAH1B3 inh -0.4, GSTO1 inh -2.6, PAD4 FP inh -4.3, PAFAH2 inh -2.4, ZTA DNA inh -3.1 and PREPL inh 7.1.
`CCc1c(C(=O)O)[nH]c2ccc(Br)cc12` gave LYPLA2 counter -2.5, LYPLA1 counter 1.6, EBNA-1 inhibitor -1.1, PAFAH1B3 inh 7.2, GSTO1 inh 1.9, PAD4 FP inh -1.5, PAFAH2 inh 1.5, ZTA DNA inh -5.5 and PREPL inh 8.9.
`O=C(c1ccc(N2CCOCC2)c([N+](=O)[O-])c1)N1CCN(S(=O)(=O)c2cccs2)CC1` gave LYPLA2 counter -0.6, LYPLA1 counter -1.2, EBNA-1 inhibitor 4.0, PAFAH1B3 inh 7.5, GSTO1 inh -0.9, PAD4 FP inh 3.7, PAFAH2 inh 7.7, ZTA DNA inh 10.2 and PREPL inh 1.1.

Pulled by structure from the list above:
`CCCN(CCC)S(=O)(=O)c1ccc(NC(=O)c2cc(C(=O)OC)cc([N+](=O)[O-])c2)cc1` gave LYPLA2 counter 2.9, LYPLA1 counter -3.7, EBNA-1 inhibitor -6.1, PAFAH1B3 inh 5.8, GSTO1 inh -5.5, PAD4 FP inh 9.2, PAFAH2 inh -2.3, ZTA DNA inh 12.7 and PREPL inh -8.9.
Screening COc1cc(-c2[nH]ncc2CN2CCSCC2)cc(OC)c1OC returned LYPLA2 counter 4.1, LYPLA1 counter 0.8, EBNA-1 inhibitor 0.8, PAFAH1B3 inh 11.2, GSTO1 inh 4.8, PAD4 FP inh -5.3, PAFAH2 inh 8.9, ZTA DNA inh -1.9 and PREPL inh -1.8.

Carrying on.
Screening Cc1ccc(NC(=O)COC(=O)Cn2cnc3ccccc32)c([N+](=O)[O-])c1 returned LYPLA2 counter 10.9, LYPLA1 counter 6.2, EBNA-1 inhibitor 8.5, PAFAH1B3 inh 13.9, GSTO1 inh -0.9, PAD4 FP inh -5.2, PAFAH2 inh 1.1, ZTA DNA inh -16.8 and PREPL inh 23.2.
O=C(NCCS(=O)CCNC(=O)C(F)(F)F)C(F)(F)F was read as LYPLA2 counter 5.5, LYPLA1 counter -2.2, EBNA-1 inhibitor 9.1, PAFAH1B3 inh -0.1, GSTO1 inh 10.6, PAD4 FP inh 4.2, PAFAH2 inh 7.3, ZTA DNA inh 1.8 and PREPL inh 4.2.
For CCCCCCCN1C2=NCCN2c2ccccc21 the results were LYPLA2 counter 12.1, LYPLA1 counter 4.2, EBNA-1 inhibitor -3.7, PAFAH1B3 inh 4.7, GSTO1 inh 3.5, PAD4 FP inh -0.8, PAFAH2 inh -9.1, ZTA DNA inh -16.5 and PREPL inh 10.5.
CCCCn1c(N)c(N(CCOC)C(=O)C2CCN(c3ncnc4sc(C)c(C)c34)CC2)c(=O)[nH]c1=O was read as LYPLA2 counter 1.1, LYPLA1 counter 3.3, EBNA-1 inhibitor 13.9, PAFAH1B3 inh 4.6, GSTO1 inh -5.4, PAD4 FP inh -0.5, PAFAH2 inh 4.9, ZTA DNA inh 10.8 and PREPL inh -0.7.
COc1ccc(C(=O)N2CC3(C)CC2CC(C)(C)C3)cc1 (stereo unspecified) was read as LYPLA2 counter -1.2, LYPLA1 counter -3.7, EBNA-1 inhibitor -2.9, PAFAH1B3 inh 8.9, GSTO1 inh -4.3, PAD4 FP inh -3.2, PAFAH2 inh 0.6, ZTA DNA inh -5.0 and PREPL inh 6.2.
CCOC(=O)C1=C(N)Oc2c(oc(CO)cc2=O)C1c1ccc(F)c(F)c1 (stereo unspecified) was read as LYPLA2 counter 4.8, LYPLA1 counter 1.8, EBNA-1 inhibitor 0.4, PAFAH1B3 inh 4.7, GSTO1 inh 8.4, PAD4 FP inh -4.1, PAFAH2 inh -1.4, ZTA DNA inh -18.7 and PREPL inh -0.9.
CCC(=O)Nc1cccc(C2=NOC3(C2)C[C@@H](C(N)=O)N(C(=O)CC(c2ccccc2)c2ccccc2)C3)c1 (stereo partly specified) was read as LYPLA2 counter 8.7, LYPLA1 counter 0.3, EBNA-1 inhibitor -4.9, PAFAH1B3 inh 4.7, GSTO1 inh 6.8, PAD4 FP inh -2.7, PAFAH2 inh 3.4, ZTA DNA inh 7.3 and PREPL inh 5.8.
For Cc1ccc(S(=O)(=O)N(CCC(=O)O)c2ccccc2)cc1 the results were LYPLA2 counter 5.6, LYPLA1 counter -0.9, EBNA-1 inhibitor 12.3, PAFAH1B3 inh 2.1, GSTO1 inh 0.0, PAD4 FP inh -3.7, PAFAH2 inh 7.4, ZTA DNA inh -0.4 and PREPL inh 0.8.
`CCC(C)NC(=O)c1ccccc1NC(=O)/C(=C/c1ccc(OC)cc1)c1ccccc1` (stereo unspecified) gave LYPLA2 counter -9.8, LYPLA1 counter -4.8, EBNA-1 inhibitor -0.7, PAFAH1B3 inh -4.4, GSTO1 inh 1.4, PAD4 FP inh -0.2, PAFAH2 inh -1.9, ZTA DNA inh -19.3 and PREPL inh -2.8.
O=C(CC(c1ccco1)C1CCCCC1=O)c1ccco1 (stereo unspecified) was read as LYPLA2 counter -1.1, LYPLA1 counter 0.5, EBNA-1 inhibitor 0.5, PAFAH1B3 inh -3.9, GSTO1 inh 10.8, PAD4 FP inh -4.0, PAFAH2 inh -7.5, ZTA DNA inh 13.5 and PREPL inh -4.4.
CCCn1c(SCC(=O)N2CC(=O)Nc3ccccc32)nc2ccccc21 was read as LYPLA2 counter -7.8, LYPLA1 counter -2.1, EBNA-1 inhibitor 11.7, PAFAH1B3 inh 0.4, GSTO1 inh 0.0, PAD4 FP inh 0.1, PAFAH2 inh -5.8, ZTA DNA inh 12.8 and PREPL inh -6.4.
CCc1cccc(Oc2nn[nH]n2)c1 was read as LYPLA2 counter 5.2, LYPLA1 counter -0.1, EBNA-1 inhibitor 4.5, PAFAH1B3 inh 5.8, GSTO1 inh 8.0, PAD4 FP inh -6.1, PAFAH2 inh 1.3, ZTA DNA inh -18.8 and PREPL inh 15.4.
`Cn1cnc2c(N3CCCCC3)nccc21` gave LYPLA2 counter -3.5, LYPLA1 counter -0.1, EBNA-1 inhibitor 3.8, PAFAH1B3 inh 8.8, GSTO1 inh -0.2, PAD4 FP inh -0.2, PAFAH2 inh 2.9, ZTA DNA inh -2.4 and PREPL inh 2.1.
O=C(O)CCn1c(=O)[nH]c(=O)n(CCC(=O)O)c1=O was read as LYPLA2 counter 2.0, LYPLA1 counter 4.6, EBNA-1 inhibitor 4.0, PAFAH1B3 inh 12.8, GSTO1 inh 3.2, PAD4 FP inh -0.6, PAFAH2 inh 9.0, ZTA DNA inh -2.5 and PREPL inh 17.5.
For Cc1ccc(NC(=O)Cn2c(=O)oc3ccccc32)cc1 the results were LYPLA2 counter -2.5, LYPLA1 counter 0.9, EBNA-1 inhibitor -5.1, PAFAH1B3 inh -1.1, GSTO1 inh 10.9, PAD4 FP inh -3.4, PAFAH2 inh 3.3, ZTA DNA inh -17.6 and PREPL inh 10.9.
For COc1cc(/C=N/O)cc(Cl)c1OC the results were LYPLA2 counter -5.5, LYPLA1 counter -1.8, EBNA-1 inhibitor 8.8, PAFAH1B3 inh 6.1, GSTO1 inh 2.9, PAD4 FP inh 0.7, PAFAH2 inh 1.1, ZTA DNA inh 7.5 and PREPL inh 5.1.
Screening N=C1C(c2nc3ccccc3[nH]2)=C(O)CN1c1ccccc1 returned LYPLA2 counter -1.9, LYPLA1 counter -0.9, EBNA-1 inhibitor 6.5, PAFAH1B3 inh 9.9, GSTO1 inh 2.2, PAD4 FP inh -2.0, PAFAH2 inh -3.8, ZTA DNA inh 2.3 and PREPL inh 14.6.
`O=C(Cc1c(Cl)cccc1Cl)NC1CC1` gave LYPLA2 counter 2.4, LYPLA1 counter 0.2, EBNA-1 inhibitor 6.4, PAFAH1B3 inh 3.5, GSTO1 inh 3.3, PAD4 FP inh 2.7, PAFAH2 inh -9.2, ZTA DNA inh 9.8 and PREPL inh 2.9.
O=C(CCn1cnc2ccccc2c1=O)Nc1cccc(Cl)c1 was read as LYPLA2 counter 0.6, LYPLA1 counter -3.0, EBNA-1 inhibitor 5.0, PAFAH1B3 inh 2.3, GSTO1 inh -1.3, PAD4 FP inh 1.5, PAFAH2 inh -18.5, ZTA DNA inh -15.3 and PREPL inh -9.2.
Screening COc1ccc(-n2nc3c(N4CCC(C(=O)NC5CCCCC5)CC4)nnc(C)c3c2C)cc1 returned LYPLA2 counter 4.1, LYPLA1 counter 1.8, EBNA-1 inhibitor 0.8, PAFAH1B3 inh 6.0, GSTO1 inh -2.3, PAD4 FP inh -0.4, PAFAH2 inh 1.4, ZTA DNA inh -1.2 and PREPL inh 36.8.

Bioassay records deposited in PubChem by The Scripps Research Institute Molecular Screening Center.

Not all compounds are listed, so the mix of outcomes need not match the whole.
